KDM5B inhibitor = KDM5B demethylase inhibition; Q9UGL1; KDM5B demethylase, FDH-coupled NADH fluorescence (FDH is formaldehyde dehydrogenase); Potency, µM (top dose mostly 57.7 µM), for the others: at the top dose activity change, negative = inhibition, hits mostly inhibitors; 220,000 tested, 2.6% active; AID 1347165; active = well fitted inhibition curve with a large enough effect; inconclusive = small, poorly fitted or top-dose-only effect; inactive = no such curve, though single readings can be large or run the other way; note: 0% is about no effect; nearly all actives have a fitted effect of over 70% in size
Target sequence (Q9UGL1 whole entry, looked up): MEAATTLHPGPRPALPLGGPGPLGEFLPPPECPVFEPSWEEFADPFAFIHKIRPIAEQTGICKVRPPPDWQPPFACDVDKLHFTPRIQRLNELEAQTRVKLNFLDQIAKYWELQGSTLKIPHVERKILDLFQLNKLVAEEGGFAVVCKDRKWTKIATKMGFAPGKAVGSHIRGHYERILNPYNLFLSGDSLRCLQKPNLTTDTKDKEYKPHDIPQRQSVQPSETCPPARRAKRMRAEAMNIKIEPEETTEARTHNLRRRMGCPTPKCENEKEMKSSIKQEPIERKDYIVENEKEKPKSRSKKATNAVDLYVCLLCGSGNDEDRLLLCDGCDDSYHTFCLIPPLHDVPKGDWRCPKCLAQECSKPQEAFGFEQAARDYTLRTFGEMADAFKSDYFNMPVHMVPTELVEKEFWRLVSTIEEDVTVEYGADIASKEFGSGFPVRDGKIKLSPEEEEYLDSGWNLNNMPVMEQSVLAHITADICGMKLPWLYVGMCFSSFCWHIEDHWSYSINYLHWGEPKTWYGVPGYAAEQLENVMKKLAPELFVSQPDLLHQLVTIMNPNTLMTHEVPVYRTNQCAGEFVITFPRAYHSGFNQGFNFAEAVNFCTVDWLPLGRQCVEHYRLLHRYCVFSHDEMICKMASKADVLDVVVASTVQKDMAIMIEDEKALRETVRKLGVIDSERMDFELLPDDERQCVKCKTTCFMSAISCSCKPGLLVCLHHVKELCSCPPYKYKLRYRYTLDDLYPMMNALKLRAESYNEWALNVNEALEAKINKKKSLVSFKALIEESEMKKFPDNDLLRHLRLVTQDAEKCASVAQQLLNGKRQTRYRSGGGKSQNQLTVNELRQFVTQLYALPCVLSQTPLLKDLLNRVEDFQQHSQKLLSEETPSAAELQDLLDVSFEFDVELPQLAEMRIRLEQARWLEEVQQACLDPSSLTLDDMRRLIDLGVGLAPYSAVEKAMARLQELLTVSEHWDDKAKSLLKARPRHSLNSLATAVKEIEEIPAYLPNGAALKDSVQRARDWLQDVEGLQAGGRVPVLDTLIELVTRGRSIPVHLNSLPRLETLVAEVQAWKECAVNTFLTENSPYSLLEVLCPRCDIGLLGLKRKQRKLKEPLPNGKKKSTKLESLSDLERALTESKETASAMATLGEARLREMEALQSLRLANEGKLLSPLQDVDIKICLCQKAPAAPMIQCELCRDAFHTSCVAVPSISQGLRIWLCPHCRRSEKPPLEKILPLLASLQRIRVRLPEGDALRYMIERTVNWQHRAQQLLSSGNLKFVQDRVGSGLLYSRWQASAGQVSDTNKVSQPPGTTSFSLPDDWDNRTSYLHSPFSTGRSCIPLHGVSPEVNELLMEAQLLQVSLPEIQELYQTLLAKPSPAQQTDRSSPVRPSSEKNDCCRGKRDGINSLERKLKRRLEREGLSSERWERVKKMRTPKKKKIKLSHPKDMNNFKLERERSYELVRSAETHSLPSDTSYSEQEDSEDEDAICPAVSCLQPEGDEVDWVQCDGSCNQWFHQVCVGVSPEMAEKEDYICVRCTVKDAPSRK
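Coupled FDH/NAD⁺ fluorescence readout. KDM5BΔAP 200 nM final; compound titration, 10 min RT preincubation; substrate mix 12.5 µM H3K4me3, 25 µM 2-OG, 50 µM Fe(II), 100 µM ascorbate, 0.25 mM NAD⁺, 0.25 U/mL FDH; ΔRFU over 30 min.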
Starred values were filed as active, the others as inactive; ? = inconclusive; [ ] = remark or other dose. Potency is the fitted concentration of half-maximal effect.

no. | smiles | KDM5B inhibitor
1 | Cc1cc(C)n(-c2nc3ccccc3nc2Nc2ccc(C(C)C)cc2)n1 | 4.8%
2 | Cc1cc(CNC(=O)c2cccc(C3CCNC3)c2)ccc1F (centres undefined) | -22.5%
3 | CN(C)c1ccc(C(=O)NC[C@H]2O[C@@H](CO)[C@@H](O)[C@H]2N2CCN(c3ccccc3)CC2)cc1 | ?
4 | CCCCc1nn2cc(-c3ccccc3)nc2s1 | 8.7%
5 | Cc1ccc(-c2cc(C(=O)N3CCSCC3)c3cnn(C)c3n2)c(C)c1 | -17.9%[115 µM]
6 | Cc1ccc(NC(=O)c2cc3ccccc3oc2=N)cc1 | 18.3%
7 | CCOC(=O)c1cccc(NC(=O)c2cc(S(=O)(=O)N3CCCC(C)C3)cn2C)c1 (centres undefined) | ?
8 | O=C(C[C@@H]1CCNC[C@@H]1Cc1cc(CN2CCOCC2)on1)N1CCN(c2ccccc2)CC1 | 2.8%
9 | CC(C)C(=O)Nc1ccc2[nH]cc(C(C(=O)O)N3CCN(CC(=O)N(C)C)CC3)c2c1 (centres undefined) | 2.0%
10 | Cc1noc([C@@H]2CN(C(=O)CC(C)C)C[C@H]2CO)n1 | -10.0%
11 | COC(=O)[C@@H](NC(=O)NCc1ccccc1)C(C)C | 8.1%
12 | O=C(C1CC1)N1CCc2cc(Br)cc(S(=O)(=O)N3CCN(c4ccccc4)CC3)c21 | 8.4%
13 | O=C(c1cc(COc2ccc(F)cc2F)on1)N1C[C@H]2CC[C@H]1C2 | 29.4%
14 | Cc1ccc(-c2nc(CNc3ccc(Br)cc3)no2)cc1 | 11.1%
15 | O=[N+]([O-])c1cccc(-c2noc([C@@H]3Cc4nc[nH]c4CN3CC3CCCCC3)n2)c1 | ?
16 | COc1nc2ccccc2nc1N1CCC(C(=O)Nc2cc(C)cc(C)c2)CC1 | -6.6%
17 | CC(CC(=O)Nc1ccc2c(c1)CCC2)c1ccccc1 (centres undefined) | 8.3%
18 | Cn1nccc1C(=O)N1CCNc2cnc(Nc3ccccc3)nc2C1 | -19.5%[86.2 µM]
19 | Cc1cn2nc(C(=O)N3CCOCC3)cc2c(N(C)Cc2ccccc2)n1 | ?
20 | O=C1CC2(CCN(C(=O)c3ccccn3)C2)Nc2ccccc2N1 (centres undefined) | -6.7%[149 µM]
21 | O=C(c1ccc(F)cc1)N1CCC2(CC1)CN(Cc1ccccc1)CC2CO (centres undefined) | -27.4%
22 | Cc1ccc(C2C3=C(CCCC3=O)Nc3nc(SCCC(C)C)[nH]c(=O)c32)o1 (centres undefined) | ?
23 | CCN(CC)C(=O)C1Cn2cccc2C(=O)N1C (centres undefined) | 3.9%
24 | Cn1c(=O)c2c(nc(SCC(=O)OCc3ccccc3)n2Cc2ccccc2Cl)n(C)c1=O | 12.2%
25 | CN(CCOc1ccc(Br)cc1)C(=O)c1cc(=O)[nH]c2ccccc12 | -12.9%
26 | c1ccc(-c2cnc([C@@H]3COCCN3C3CCC3)[nH]2)cc1 | 6.3%[115 µM]
27 | Cc1ccc([C@@H]2CN(C(=O)c3sccc3Cl)C[C@H]2N(C)C)cc1 | -0.4%
28 | CCS(=O)(=O)N1CCc2cc(C(=O)CSc3ccc(F)cc3F)ccc21 | 8.3%
29 | O=c1c2ccccc2nnn1CSc1nnnn1-c1ccc(O)cc1 | -4.6%
30 | Cc1oc(-c2ccccc2)nc1C(=O)NC(C1CC1)C1CC1 | 4.7%

Some of these compounds in order of length of the SMILES, highest first.
no. | smiles | KDM5B inhibitor
21 | O=C(c1ccc(F)cc1)N1CCC2(CC1)CN(Cc1ccccc1)CC2CO (centres undefined) | -27.4%
20 | O=C1CC2(CCN(C(=O)c3ccccn3)C2)Nc2ccccc2N1 (centres undefined) | -6.7%[149 µM]
18 | Cn1nccc1C(=O)N1CCNc2cnc(Nc3ccccc3)nc2C1 | -19.5%[86.2 µM]
30 | Cc1oc(-c2ccccc2)nc1C(=O)NC(C1CC1)C1CC1 | 4.7%
29 | O=c1c2ccccc2nnn1CSc1nnnn1-c1ccc(O)cc1 | -4.6%
23 | CCN(CC)C(=O)C1Cn2cccc2C(=O)N1C (centres undefined) | 3.9%

(list continues)
no. | smiles | KDM5B inhibitor
31 | COCCOc1ccc2c(C)cc(=O)oc2c1 | ?
32 | Cc1ccc(-c2cn3c4ccccc4nc3n2CCCN2CCCC2)cc1 | ?
33 | Cc1ccc(CNC(=O)CSc2nc3n[nH]c(C)c3c(=N)n2-c2ccccc2Cl)cc1 | -10.2%
34 | O=C(Nc1cccnc1)c1cc(-c2ccccc2)nc2ccccc12 | 19.0%
35 | Cc1ccc(C2Cn3nnc(-c4nc(-c5ccc6c(c5)OCO6)no4)c3CO2)c(C)c1 (centres undefined) | 12.7%
36 | CN(C)C1(CNCc2csc(-c3ncccn3)n2)CCCC1 | 15.8%
37 | Cc1ccc(Cl)cc1N1CCN(C(=O)Cn2cnc3nc4c(cc3c2=O)CCCC4)CC1 | -21.3%
38 | CCn1cc(C(=O)N2CCCC(CCc3cccc(F)c3)C2)cn1 (centres undefined) | 10.0%
39 | CCOCC(=O)N1CCC(N2CC(OCC3CC3)C23CCCCC3)CC1 (centres undefined) | 12.5%
40 | C=CCNCc1sccc1C | -3.1%
41 | CC(C)c1ccc(/C=C/C(=O)c2ccc(O)c(CCCl)c2)cc1 | -23.0%
42 | CCOc1ccccc1C(=O)Nc1nnc(COC)s1 | ?
43 | CSc1ccc(CNC(=O)Cn2ccc3cc(S(=O)(=O)N4CCCC4)ccc32)cc1 | ?
44 | O=C(NCCc1ccc(F)cc1)C1CC=CCC1 (centres undefined) | 0.9%
45 | O=C(CCCn1ccnc1)N1CCC2(CCC(=O)N(Cc3ccncc3)C2)CC1 | -5.7%
46 | O=C(NCCc1cnc[nH]1)[C@@H]1C[C@H]2C(=O)NCCCCCCN(S(=O)(=O)c3cccs3)[C@H]2C1 | -8.4%
47 | Nc1ccccc1-c1nnc2n1CCCCC2 | -8.8%
48 | CCOc1ccc(-n2nc3ccc(NC(=O)c4ccc(C)cc4C)cc3n2)cc1 | -28.7%
49 | COc1ccc(OC)c(C2CCCCC2O)c1 (centres undefined) | 4.4%
50 | Cc1ccccc1C(=O)NC(C(=O)NCC(C)C)C1CCN(C(=O)CC(C)C)CC1 (centres undefined) | 15.4%
51 | CCOC(=O)c1cnc2ccc(OCC)cc2c1Nc1cc(C)ccc1OC | 10.1%
52 | COc1ccc(-c2nnsc2C(=O)NC(C)CCc2ccccc2)cc1 (centres undefined) | -6.4%
53 | CC(C)NC(=O)N1CCCC1c1noc(CCC(=O)NCCC2CCN(C(C)C)CC2)n1 (centres undefined) | -10.1%
54 | CCNC(=O)N[C@H]1CC[C@]2(C)CCC([C@H](C)C(=O)NC3CC3)[C@H](O)[C@H]2[C@@H]1C (some centres undefined) | -13.5%[86.2 µM]
55 | Cc1nn(-c2ccc(F)cc2)c(C)c1[C@@H]1C=C[C@@H](NS(=O)(=O)c2cccs2)C1 | 10.4%[86.2 µM]
56 | COC(=O)c1ccc(/C=C2\NC(=S)N(C)C2=O)cc1 | 20.6%
57 | CC(C)(C)CC(=O)N1CC2CC(C1)[C@H]1CCCC(=O)N1C2 (some centres undefined) | 1.7%
58 | Cc1ccc(S(=O)(=O)N2CCN(C(=O)COC(=O)c3ccc4ccccc4c3)CC2)c(C)c1 | -12.5%
59 | Cc1cc(F)cc(CN2CCc3nc(C(=O)Nc4ccccc4)oc3CC2)c1 | 28.2µM*
60 | COc1ccc(Cl)cc1NC(=O)Cn1cc(C(=O)c2ccc(C)cc2)c(=O)c2ccc(C)nc21 | -15.0%
61 | COc1ccc(-c2noc(CC3CCN(C(=O)CCc4ccccc4)CC3)n2)cc1 | 12.4%
62 | CCS(=O)(=O)N1CCCC(C(=O)NCc2ccncc2)CCNC(=O)CC1 (centres undefined) | 9.1%
63 | CCc1ccc(C2c3cccn3-c3c(c(C)nn3-c3ccccc3)CN2C(=O)NCC(=O)OC)cc1 (centres undefined) | 10.8%
64 | COc1ccc(NS(=O)(=O)c2ccc(-c3cnc(C4CC4)o3)cc2)cc1Cl | -5.7%
65 | Cc1ccccc1CNCCCSc1nnnn1-c1ccccc1 | 6.2%
66 | CCC1=C(C(=O)OC)C(c2ccc(OC)cc2OC)N2C(CC(=O)NC3CC3)=CSC2=N1 (centres undefined) | -13.9%
67 | CC(C)Oc1ccc(CNC(=O)C2CCN(c3nc4ccccc4n(C)c3=O)CC2)cc1 | -24.1%
68 | O=C(Cc1ccc(-c2ccccc2)cc1)NCCc1ccccn1 | 10.7%
69 | CN(C)C(CNS(=O)(=O)c1ccccc1)c1ccsc1 (centres undefined) | -9.2%
70 | NC(N)=N/N=C/c1cccc(Cl)c1Cl | -9.4%
71 | CC1Oc2ccc(NC(=O)c3cccs3)cc2CN(Cc2ccc(F)cc2)C1=O (centres undefined) | -15.6%
72 | O=C(CSc1nccn1Cc1ccc(F)cc1)Nc1ccc2c(c1)OCO2 | ?
73 | CCOc1ccc(-c2nc(CN3CCCC(O)C3)cs2)cc1OC (centres undefined) | ?
74 | O=C(NC1CCN(c2cc(-c3ccc(Cl)cc3)[nH]n2)C1)c1ccc2c(c1)OCO2 (centres undefined) | ?
75 | COc1ccc(C)cc1S(=O)(=O)N(C)CC(=O)NCc1ccncc1 | ?
76 | Cc1ccc(CNC(=O)Cn2c(=O)c(-c3noc(C)n3)c3n(c2=O)CCCCC3)cc1 | -20.7%
77 | CCC1Oc2ccc(NC(=O)c3ccc([N+](=O)[O-])cc3)cc2CN(Cc2ccc(F)cc2)C1=O (centres undefined) | -17.5%
78 | C[S+](=O)([O-])c1ccc(-c2cc(-c3cccnc3)c3cncn3c2)cc1 | 39.8µM*
79 | CCOC(=O)c1cc(NC(=O)c2cccc(C)c2)c(=O)n2c1oc1ccccc12 | -4.4%
80 | C[S+](=O)([O-])N1CCCC2(Cc3ccccc3CN2C(=O)C2CCCC2)C1 (centres undefined) | 7.1%[115 µM]
81 | COc1ccccc1N1CCN(C(=O)c2cc3n(n2)CC(c2ccc(Cl)cc2)OC3)CC1 (centres undefined) | -14.2%
82 | NC(=O)c1cccc(-c2n[nH]c3c2CC(=O)N(CC2CCOCC2)C3)c1 | ?
83 | COCCNC(=O)/C=C/c1ccc(C(C)(C)C)cc1 | 32.7%[activator]
84 | CCCCC(=O)OCc1cc(=O)n2nc(C3CC3)sc2n1 | ?
85 | COc1cccc(CCC(=O)N2CCC(Cc3nc(-c4cccc(OC)c4)no3)CC2)c1 | ?
86 | CCc1ccccc1NC(=O)C1CCN(S(=O)(=O)c2cn(C)cn2)CC1 | 9.6%
87 | Cc1ccc(Cl)cc1N1CCN(C(=O)c2cn(C)c3ccc(S(=O)(=O)N(C)C4CCCCC4)cc3c2=O)CC1 | -10.1%
88 | O=C(CCc1cc(Cl)no1)Nc1ccc2oc(-c3ccccc3F)cc(=O)c2c1 | 2.7%
89 | CC(=O)NC1(C)CCN(Cc2cccc(-c3ccc(C(=O)c4ccccc4)cc3)c2)C1 (centres undefined) | ?
90 | O=C(CC1CCCN(c2cnn(CC3CC3)c(=O)c2)C1)N1CCSCC1 (centres undefined) | -18.9%

Continuation.
no. | smiles | KDM5B inhibitor
91 | O=C(c1ccc(F)cc1)N1CCC2(CC1)OCC(C(=O)N1CCOCC1)N2C(=O)c1ccccc1 (centres undefined) | 13.0%
92 | CCC1=Nc2cc(C(=O)NC(C)c3ccccc3)ccc2Sc2ccc(Cl)cc21 (centres undefined) | -6.9%
93 | Cc1ccc2cccc(OCc3ccc(Br)cc3)c2n1 | -12.0%
94 | Cc1ccc(NC(=O)c2cc3c(s2)CCC3)cc1 | -20.3%
95 | Cc1noc2c(NC3CCN(C)CC3)cc(-c3cccnc3)nc12 | -29.3%[86.2 µM]
96 | CCCCCCCCOC(=O)Nc1ccc(C)cc1 | 3.2%
97 | Cc1ccccc1CC(=O)Nc1ccc(N2CCOCC2)c(Cl)c1 | 15.1%
98 | O=C(Nc1ccc(-c2ccccc2)cc1)c1ccc(F)cc1F | 15.6%
99 | COc1ccc(N2CC(C(=O)NCC(F)F)NC2=O)cc1 (centres undefined) | -24.2%[86.2 µM]
100 | C#CCN(Cc1nc(-c2ccccc2OCC)oc1C)C1CCCCC1 | 0.3%
101 | CCCCCCCCCCCCc1ccc(NC(C)=O)cc1 | 18.2%
102 | Cc1c(C(=O)N(C)Cc2ccccc2)sc2nc(-c3ccc(F)cc3)cn12 | -11.2%
103 | Cc1ccccc1-n1nc(C)c(CCC(=O)N(C)C(C)C)c1Oc1ccccc1F | 23.1%
104 | O=S1(=O)CCC(n2nc(-c3ccncc3)nc2CCCn2cccn2)C1 (centres undefined) | -8.3%
105 | Cc1nc2nc(NC(=O)CC(C)C)[nH]n2c(=O)c1Cc1ccccc1 | -11.8%
106 | COc1ccc2[nH]cc(CCNC(=O)Nc3cccc(F)c3)c2c1 | ?
107 | O=C(NC1CCCCC1)c1cc(Nc2cccc(C(F)(F)F)c2)nc2ccccc12 | ?
108 | Cc1sc(NC(=O)C(C)C)c(C(=O)N2CCc3c(nc[nH]c3=O)C2)c1C | -19.2%
109 | CCC(c1cccnc1)N(C)C(=O)C1CCN(C(=O)C2CCCC2)CC1 (centres undefined) | 34.2%
110 | CNC(=O)[C@@H]1C[C@H](n2cc(C(C)(C)NC(=O)c3cc(F)ccc3C)nn2)CN1 | -10.9%
111 | O=C1CCCCc2sc(Br)c([N+](=O)[O-])c2N1 | 6.4%
112 | CC(C)Sc1nc2c(c(=O)n(C)c(=O)n2C)n1Cc1ccccc1Cl | 13.9%
113 | COc1ccc(CNC(=O)CN2C(=O)NC(c3ccc(Cl)cc3)C3=C2COC3=O)cc1 (centres undefined) | -19.2%
114 | O=C(Nc1ccccc1)N1CCC2(CC1)CC(Cc1ccccc1)=NO2 | -12.6%
115 | COc1ccc(C(=O)Nc2ccc3oc(-c4ccc5ccccc5c4)nc3c2)cc1[N+](=O)[O-] | -9.9%
116 | CC1Oc2ccc(NC(=O)c3ccccc3Cl)cc2CN(Cc2ccc(F)cc2)C1=O (centres undefined) | 3.8%

These rows are one share of the data (hit frequency here may not be typical).
